Screens deposited in PubChem by Broad Institute.
esBAF inh: Bmi1 luciferase reporter increase in mESCs, primary screen, esBAF inhibitor project, mouse ES cells, Bmi1 luciferase knock-in, single point. 24 h; 100% = twice the neutral-well signal. reporter increase, % at 12.5 µM. 350,000 tested, 2% active. AID 602393, 2012; in the data active = activation above about 40%; inconclusive = no clear call, values can overlap the other calls;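 also: 0% = median of the plate's neutral control wells and 100% = double that signal; a rise in the Bmi1 reporter signal indicates esBAF inhibition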
RAD54 inh: inhibitors of human RAD54 branch migration, primary screen, biochemical, fluorescence, single point | RAD54 Holliday junction branch migration, FAM/BHQ fluorescence | inhibition, % at 10.4 µM | DNA repair and recombination protein RAD54-like (Homo sapiens), Q92698 | 360,000 tested, 0.14% active | AID 602329, 2012;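 active = mean normalized replicate activity at least 40 and at least half of replicates scoring 40 or more; inconclusive = only one of the two criteria met; inactive = mean below 40 and under half of replicates reaching 40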;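 also: 0% = median of neutral control wells and 100% = median of positive control wells; inhibitors cause a drop in the FAM fluorescence signal; in these data hits start at about 50%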
Target sequence (Q92698 whole entry, looked up): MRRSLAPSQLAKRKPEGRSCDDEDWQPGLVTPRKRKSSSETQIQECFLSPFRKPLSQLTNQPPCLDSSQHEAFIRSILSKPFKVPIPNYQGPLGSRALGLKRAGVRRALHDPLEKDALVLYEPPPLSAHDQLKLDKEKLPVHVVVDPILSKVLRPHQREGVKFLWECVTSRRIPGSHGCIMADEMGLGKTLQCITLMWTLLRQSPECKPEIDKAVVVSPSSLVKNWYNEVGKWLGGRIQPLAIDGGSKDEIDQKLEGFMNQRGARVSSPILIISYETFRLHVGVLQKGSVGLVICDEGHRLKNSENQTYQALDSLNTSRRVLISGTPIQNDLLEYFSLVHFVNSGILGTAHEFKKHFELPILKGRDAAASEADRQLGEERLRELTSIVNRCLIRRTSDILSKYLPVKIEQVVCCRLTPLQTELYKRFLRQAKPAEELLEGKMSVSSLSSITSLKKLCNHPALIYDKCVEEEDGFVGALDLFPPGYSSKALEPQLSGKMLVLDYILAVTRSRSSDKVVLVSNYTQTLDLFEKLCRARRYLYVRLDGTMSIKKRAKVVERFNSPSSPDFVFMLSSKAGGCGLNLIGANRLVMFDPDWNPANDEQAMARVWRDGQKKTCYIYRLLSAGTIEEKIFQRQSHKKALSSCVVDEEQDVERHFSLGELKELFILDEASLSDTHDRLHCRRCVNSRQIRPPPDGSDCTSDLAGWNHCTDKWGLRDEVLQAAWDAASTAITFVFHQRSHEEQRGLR
* marks the source's active call; other numbers are inactive results; ? = inconclusive.

The opening 4 entries (preview)
SMILES	esBAF inh	RAD54 inh
CCOc1ccc(N(CC(=O)NCc2ccco2)S(=O)(=O)c2ccc(OC)c(OC)c2)cc1	5.7	-3.4
O=C(CN1C(=O)c2ccccc2S1(=O)=O)N1CCN(c2cccc(Cl)c2)CC1	-1.0	4.3
COC(=O)CCc1c(C)c(C(=O)c2ccco2)c2ccccn12	-1.1	2.3
COc1ccc(Cn2cnc3c([N+](=O)[O-])c(C)c(C)cc32)cc1	-12.1	3.2

The listing, from the start:
SMILES	esBAF inh	RAD54 inh
CCOc1ccc(N(CC(=O)NCc2ccco2)S(=O)(=O)c2ccc(OC)c(OC)c2)cc1	5.7	-3.4
O=C(CN1C(=O)c2ccccc2S1(=O)=O)N1CCN(c2cccc(Cl)c2)CC1	-1.0	4.3
COC(=O)CCc1c(C)c(C(=O)c2ccco2)c2ccccn12	-1.1	2.3
COc1ccc(Cn2cnc3c([N+](=O)[O-])c(C)c(C)cc32)cc1	-12.1	3.2
Cc1ccccc1OCc1nc2ccccc2c(=O)n1N	28.0	3.3
COC(=O)c1ccc(CSc2nnc3sc4ccccc4n23)o1	3.0	3.3
CC(=O)OC(C(=O)NCc1ccco1)c1cccnc1 (centres undefined)	-4.7	18.8
C/C(Cc1ccccc1)=N\NC(=O)CCCCCC(=O)N/N=C(\C)Cc1ccccc1	2.1	1.9
COC(=O)c1ccccc1OC(=O)c1ccc(Br)o1	-12.4	-5.2
O=C1OCCC1Sc1nnc(-c2cccc(Br)c2)o1 (centres undefined)	-8.7	-5.2
COC(=O)c1c(C)nc(C)c2c(=O)oc3ccccc3c12	26.6	-4.2
Nc1c(C(=O)NCC2CCCO2)c2nc3ccccc3nc2n1-c1ccccc1 (centres undefined)	-9.2	4.3
CCCNC(=O)NC(=O)CSc1ncc(C(F)(F)F)cc1Cl	-1.2	-10.8
O=C(Cn1cc(SCc2ccccc2Cl)c2ccccc21)N1CCOCC1	82.2*	-4.5
CCn1c2ccccc2c2cc(NC(=O)CCCN3C(=O)CCC3=O)ccc21	10.5	0.0
Cc1ccc2cc(CN(Cc3ccco3)C(=O)c3ccccc3)c(=O)[nH]c2c1C	-4.3	-8.1
O=C(CC1CCCCC1)NCc1cn2ccsc2n1	-8.5	0.3
O=Cc1ccc(N2CCCCCC2)cc1	10.7	1.0
CCS(=O)(=O)c1ccc2oc(SCC(=O)c3ccco3)nc2c1	-0.4	7.6
CCCNC(=O)CN1C(=O)NC2(CCCc3cc(OC)ccc32)C1=O (centres undefined)	7.0	-1.0

Six entries out of the list, sorted by formula weight, lowest first:
SMILES	esBAF inh	RAD54 inh
COC(=O)c1c(C)nc(C)c2c(=O)oc3ccccc3c12	26.6	-4.2
COC(=O)c1ccccc1OC(=O)c1ccc(Br)o1	-12.4	-5.2
CCS(=O)(=O)c1ccc2oc(SCC(=O)c3ccco3)nc2c1	-0.4	7.6
CCn1c2ccccc2c2cc(NC(=O)CCCN3C(=O)CCC3=O)ccc21	10.5	0.0
O=C(Cn1cc(SCc2ccccc2Cl)c2ccccc21)N1CCOCC1	82.2*	-4.5
C/C(Cc1ccccc1)=N\NC(=O)CCCCCC(=O)N/N=C(\C)Cc1ccccc1	2.1	1.9

New compounds follow.
SMILES	esBAF inh	RAD54 inh
Cc1noc(C)c1COc1ccc(C(=O)OCC(=O)N2CC(=O)Nc3ccccc32)cc1	-7.0	-5.1
COc1ccc(OCC(=O)N/N=C/c2ccc(O[C@@H]3O[C@H](CO)[C@@H](O)[C@H](O)[C@H]3O)cc2)cc1	-12.6	8.2
CCc1ccc2[nH]c(=O)c(C(c3nnnn3CCOC)N3CCN(c4ccccc4)CC3)cc2c1 (centres undefined)	10.1	-0.3
CCOC(=O)CC1=C(C(=O)OCC)C(c2cccs2)C(C#N)=C(N)O1 (centres undefined)	-10.1	-11.9
O=S(=O)(c1cccc(S(=O)(=O)N2CCN(c3ncccn3)CC2)c1)N1CCOCC1	5.0	2.7
O=c1[nH]c(C2CCCN(S(=O)(=O)c3ccccc3)C2)nc2c1nnn2Cc1ccccc1F (centres undefined)	-3.9	-0.5
Cc1ccccc1OCCn1nc(C(=O)O)c2ccccc2c1=O	-0.1	-4.5
NC(=O)C1CCN(c2oc(-c3ccccc3F)nc2S(=O)(=O)c2ccc(Cl)cc2)CC1	-2.4	-6.6
O=C(Cc1ccccc1)NC(Nc1ccccc1)C(Cl)(Cl)Cl (centres undefined)	0.0	1.6
CCOC(=O)Cc1nnn(CC(=O)OCC)n1	-14.6	3.8
Cc1cc2c(c(=O)n1CC1CCCO1)C(c1ccco1)C(C#N)=C(N)O2 (centres undefined)	-4.1	1.4
Cc1ccc(C(=O)CCNc2ccccc2)o1	51.9*	5.7
CN(C(=O)C1CCOC1)c1nnc(-c2ccncc2)s1 (centres undefined)	-5.3	-3.4
CC(=O)Nc1ccc(Oc2ncccn2)cc1	-1.0	-0.6
Cc1ccccc1NC(=O)N1C2CCC1CC(O)(c1cccnc1)C2 (centres undefined)	-2.0	4.8
Cc1nn(-c2ccccc2)c(CC(C)(C)C(=O)O)c1C(=O)O	-1.5	6.5
O=S(=O)(/N=C(/Nc1ccc(F)cc1F)c1ccc(Cl)cc1)c1ccccc1	-6.7	-4.3
COc1ccc(N(Cc2cc3ccc(C)cc3[nH]c2=O)C(=O)c2ccco2)cc1	0.0	0.4
CCCCCCC(=O)Nc1nc(C)c(-c2csc(Nc3ccc(Cl)cc3)n2)s1	-0.1	-9.7
N#CC1=C(S)N=C(N)C(c2nc(-c3ccccc3)cs2)C12CCCCC2 (centres undefined)	36.1	-0.8
C=CCSC1=C(C#N)C(c2ccccc2Cl)CC(=O)N1 (centres undefined)	-5.2	-0.9
COCCn1c(N)c(C(=O)Nc2sc3c(c2C(=O)OC)CCCC3)c2nc3ccccc3nc21	3.1	7.1
O=C(NCc1csc(-c2ccccc2)n1)c1ccco1	39.8	2.5
O=C(CSc1n[nH]c(-c2ccccc2)n1)Nc1ccc(Br)cn1	-11.9	-4.1
CCOc1ccccc1C(=O)N/N=C/c1cccc2cccnc12	-8.2	6.0
Cn1ncc(C#N)c1/N=C/N(Cc1ccccc1)Cc1ccccc1	-25.5	-7.1
Cc1cc(=O)n2nc(N3CCCC(C(=O)NCCC4=CCCCC4)C3)sc2n1 (centres undefined)	-4.0	-11.6
Cc1cccc(NC(=O)Cc2coc3ccc4ccccc4c23)n1	-2.3	-3.8
O=C(Nc1ccccc1)N1C(=O)C2(OCCO2)c2ccccc21	-2.5	0.3
O=C(Nc1nnc(C2CC2)s1)c1cccc(S(=O)(=O)N2CCc3ccccc32)c1	-10.6	-5.5
O=C1N=C(N2CCCCC2)SC1=C1CCCCC1	75.4*	-3.8
O=C(c1cccc(Cl)c1)N1CCN(c2ccccn2)CC1	3.2	1.3
O=C(CSc1n[nH]c(-c2cccs2)n1)N1CCN(S(=O)(=O)c2ccc3ccccc3c2)CC1	-10.6	2.6
O=C(CN1CCN(S(=O)(=O)c2ccc(Br)cc2)CC1)Nc1ccc2c(c1)OCO2	-1.3	-2.3
Cc1ccc(-c2csc(/C(C#N)=C(\O)CN3CCN(C(=O)c4ccco4)CC3)n2)cc1	0.2	-11.7
CCN1CCN(C(=O)Nc2ccccc2OC)CC1	-2.4	3.3
CC(C)=CCc1c([C@@H]2CCc3ccc(O)cc3O2)cc2c(c1O)OC(C)(C)C=C2	3.4	7.6
CC(=O)c1ccc(C(=O)Nc2ccc(N3CCOCC3)cc2)cc1	-6.2	-4.8
COc1nc(C)nc2c1ccc1ccccc12	8.4	-8.9
Cc1nc(SCc2nc3ccccc3[nH]2)c2oc3ccccc3c2n1	18.8	-0.5
CCOC(=O)c1c(NC(=O)CC)sc(C(C)=O)c1C	-6.3	-1.4
C=CCOc1ccc(CNc2nn[nH]n2)cc1OC	-7.1	10.2
COC(=O)c1sccc1NC(=O)CSc1ccccc1NS(=O)(=O)c1ccccc1Cl	16.9	2.5
C=CCn1c(SCC(=O)c2ccc(CNC(C)=O)o2)nc2ccccc2c1=O	-9.3	7.4
COc1ccc(Cl)c(Cn2c(NCc3ccccn3)nc3c2c(=O)n(C)c(=O)n3C)c1	1.0	-4.6
COCCCNc1oc(-c2ccccc2OC)nc1C#N	6.6	-2.2
O=C(COc1cccc(NC(=O)c2ccco2)c1)c1ccc(F)cc1	9.1	12.0
COc1ccc(C[C@@H]2CN3C(=NC[C@@H]3Cc3ccc(O)cc3)N2C[C@H](C)NC(=O)CCC2CCCCC2)cc1	-3.0	10.6
Cn1c(CN2CCCC2)nc2cc(NC(=O)COc3ccccc3)ccc21	35.6	-0.8
CC1(C)CC(=O)C2=C(C1)NC(=O)CC2c1ccccc1F (centres undefined)	-4.4	-7.9
Cc1ccc(CCN2CC(C(=O)NCCCN(C)Cc3ccccc3)CC2=O)cc1 (centres undefined)	-8.5	2.5
COc1ccc(CCn2c(=N)c(C(=O)NCc3ccco3)cc3c(=O)n4ccccc4nc32)cc1	-9.9	38.2
CCCCC(=NCCO)C1=C(O)C(C(=O)OC)C(C)(C)CC1=O (centres undefined)	-7.9	-9.1
CCN1C(=O)/C(=c2\o/c(=C3\C=Cc4ccccc4N3CC)c(=O)n2CC)SC1=S	-7.2	0.3
CC(=O)Nc1sc2c(c1C(c1ccc(Cl)cc1)N1CCOCC1)CCCC2 (centres undefined)	-6.2	-4.1
CCOC(=O)C(/C=C(\C#N)C(=O)OCC)=C(/N)N1CCN(c2ccc(Cl)cc2)CC1	-3.3	6.9
CCOC(=O)N1CCN(C(=O)c2ccc(OCC)c(OCC)c2)CC1	-6.9	-3.2
O=S1(=O)CCN(Cc2ccc(Cl)c(Cl)c2)CC1	-2.2	-11.3
Cc1cccc(C(=O)Nc2cccc(C(=O)Nc3cc(C)ccn3)c2)c1	28.8	-1.6
CCOC(=O)c1ccc(NC(=O)CSc2nnnn2CCCO)cc1	2.2	1.5
Further structures:
SMILES	esBAF inh	RAD54 inh
COc1cccc(OC)c1-c1nn2c(-c3cc(-c4ccccc4)n[nH]3)nnc2s1	4.5	-4.1
COc1ccccc1CNS(=O)(=O)c1ccc(NC(C)=O)cc1	-0.1	-1.2
COc1ccc(N2CCN(C(=O)c3cccc(Cn4cc(Cl)cn4)c3)CC2)cc1	7.1	-3.9
CC1CCN(C(=O)Cn2c(=O)n(CCc3ccccc3)c(=O)c3ccccc32)CC1	-4.4	8.2
CCC(=O)Nc1ccc(C(=O)OCc2ccccc2Cl)cc1	?	-6.6
C/C(=C\C(=O)c1ccc(F)cc1)NCc1ccc2c(c1)OCO2	-0.4	-6.2
CCOC(=O)c1cnc2c(ccc3ccccc32)c1NCCO	35.6	20.3
Cc1cc(C)c(S(=O)(=O)N2CCN(C)CC2)c(C)c1	-2.7	-9.8
CCCCOCCCNC(=O)c1c(-c2ccccc2)noc1C	4.6	1.4
CC(C)(C)C1=C[C@@H](CO)C[C@@H](CO)C1	7.0	1.0
CCn1nnnc1NCc1ccc(N2CCCC2)cc1	1.2	-9.3
Cc1cc(NCCN2CCOCC2)n2ncc(-c3ccccc3)c2n1	25.4	14.1
O=C(c1ccc(Cl)c(Cl)c1)c1cc(-c2ccccn2)c(N2CCOCC2)s1	-1.9	-2.1
CN1CCN(c2nc3c(c(=O)n(C)c(=O)n3C)n2Cc2cccc3ccccc23)CC1	4.7	12.2
O=C(CSc1ccc2ccccc2c1)Nn1cnnc1	0.7	-2.8
CCOC(=O)c1cc2n(n1)C(C(F)(F)F)CC(C)N2 (centres undefined)	20.0	-1.3
CCC(=O)NC(=S)Nc1ccc(S(=O)(=O)NC(C)=O)cc1	-7.2	2.4
O=C(N1CCOCC1)N1c2ccccc2CC(N2CCOCC2)c2ccccc21 (centres undefined)	2.0	0.3
COc1cccc(C(=O)CSc2nc3ccccc3n2CC(=O)N2CCOCC2)c1	29.1	-9.0
Cc1cc(C)cc(OCc2nnc(SCC(=O)N3CCN(c4ccccc4)CC3)o2)c1	4.6	-0.6
Cc1ccc(S(=O)(=O)NC(C)(C)CSc2nncn2N)cc1	-6.2	-2.4
c1ccc(-c2nc3c4ccccc4ccn3c2Cc2ccsc2)cc1	10.3	0.1
CC1CC(C)CN(CCCNC(=O)C2CCCN(c3nnc(N4CCCC4=O)s3)C2)C1 (centres undefined)	-5.0	7.0
CCN(CC)C(=O)c1ccc(S(=O)(=O)N2CCC(c3nc4ccccc4s3)CC2)cc1	-10.5	7.8
CC(C)(C)NC(=O)C1CN(S(=O)(=O)c2ccccc2)CCN1S(=O)(=O)c1ccccc1 (centres undefined)	3.3	0.9
O=S(=O)(c1ccc2c(c1)OCCO2)N1CCN(c2cccc(Cl)c2)CC1	0.9	-0.8
CCCSC1=C(C#N)C(c2ccccc2OCC)CC(=O)N1 (centres undefined)	-5.9	1.6
COc1ccc(N(C(=O)C(C)C)S(=O)(=O)c2cccs2)cc1	-5.0	-3.0
O=C1CC(SCc2nc3ccccc3[nH]2)C(=O)N1c1ccc(F)cc1 (centres undefined)	4.2	-2.6
c1ccc2c3c([nH]c2c1)-c1[nH]ncc1CC3	24.6	10.5
CC(=O)c1cc(-c2ccccc2)n(CCC(=O)NCc2cccs2)c1C	-3.0	-9.1
O=C(NCCN1CCOCC1)c1cc(-c2ccco2)on1	1.3	0.9
C=CCOC(=O)CCC(=O)Nc1cccc2ccccc12	-4.9	-6.9
CS(=O)(=O)c1ccc(Cl)c(C(=O)O)c1	-2.8	0.3
C=CCn1c(CCC(=O)O)ccc1-c1ccc(OC)cc1	2.0	-8.8
O=C(c1cccnc1)N1C2CCC1CC(O)(c1ccc(F)cc1)C2 (centres undefined)	6.1	12.9
Clc1ccc2nc(N3CCNCC3)nc(-c3ccccc3)c2c1	-9.9	8.6

These rows are one share of the data; rates above refer to the full screens.
